# Screening data (PubChem)
# HT1080 cytotoxicity: cytotoxicity in HT1080 fibrosarcoma cells, cell-based, fluorescence readout (AID 620). 87,000 compounds, 0.42% hits. cytotoxicity, % at 10 µM; hits with a dose series show EC50 in µM. HT1080 viability, fluorescence; higher % means a stronger effect; in the data active = cytotoxicity above about 50%;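 also: cells exposed to compound overnight then 4 h with Alamar Blue; 0% = vehicle DMSO and 100% = killing control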
# Starred values were filed as active, the others as inactive. A portion of the library (hit frequency here may not be typical).
structure | HT1080 cytotoxicity
c1ccc(COc2ccc(OCCCNC3CCCC3)cc2)cc1 | -16.6%
Cc1ccnc(NC(=O)c2ccccc2NC(=O)C(C)(C)C)c1 | -1.5%
Brc1ccc(OCc2nc(-c3ccccn3)n[nH]2)cc1 | 8.3%
O=C(O)c1ccc(C(=O)O)c(C(=O)c2ccccc2)c1 | 15.8%
CC(=O)NCCn1c(SCc2ccc(C)cc2C)nc2ccccc2c1=O | 14.7%
CCC(C)N1CCCC1C(=O)Nc1c(C)cc(C)cc1C (stereo unspecified) | -11.5%
O=S(=O)(c1ccc(S(=O)(=O)N(Cc2ccccc2)Cc2ccco2)cc1)N1CCCC1 | -5.0%
CS(=O)(=O)N(CC(=O)NC1CCCCC1)Cc1ccc(Cl)cc1 | -8.6%
CC(C)c1ccccc1-n1c(SCC(=O)N2CCN(c3ccccc3)CC2)nnc1-c1cccnc1 | -0.6%
Nc1nnc(SCC(=O)c2ccc3ccccc3c2)s1 | 0.2%
COc1ccc(S(=O)(=O)N2CCC(C(=O)N3CCc4ccccc4C3)CC2)cc1C | -19.6%
NCC12CC3CC(CC(O)(C3)C1)C2 | -17.1%
CCOC(=O)C(CCCOc1ccc(C)cc1)C(=O)OCC | -12.5%
CC1CCCC(NC(=O)COC(=O)c2ccc3ccccc3n2)C1C (stereo unspecified) | -10.0%
COc1ccc(NC(=O)CCN2CCCC2)c(OC)c1 | -5.0%
CCN(CC)C(=O)c1cc2c(=O)oc3ccccc3c2s1 | -22.3%
CCN=c1sc2ccccc2n1CC(O)COc1ccccc1 (stereo unspecified) | 16.1%
Cc1ccc(NC(=S)N2CCC(N(C)CC3CCCO3)CC2)c(C)c1 (stereo unspecified) | -10.7%
CCOc1ccccc1N1CC(C(=O)N2CCc3ccccc32)CC1=O (stereo unspecified) | -10.4%
CCOC(=O)C(C(=O)OCC)C1CS(=O)(=O)CC1C(C(=O)OCC)C(=O)OCC (stereo unspecified) | 4.8%
O=C(CSCc1ccc(Cl)cc1)NCc1ccc2c(c1)OCO2 | 18.2%
Cc1nn(CC(=O)Nc2ccc3c(c2)nc2n3CCOC2)c(=O)c2ccccc12 | -16.9%
Cc1ccc(C2=[N+]([O-])C(C)(C)CC2)cc1 | 9.7%
COc1cccc(Nc2nc(CC(C)=O)ns2)c1 | -2.1%
Cc1ccc(CC(CC(=O)NCCc2ccc3c(c2)OCO3)C(=O)O)cc1 (stereo unspecified) | 9.2%

# Four entries from above, set out differently.
SMILES: CS(=O)(=O)N(CC(=O)NC1CCCCC1)Cc1ccc(Cl)cc1
- HT1080 cytotoxicity: -8.6%

SMILES: CC(C)c1ccccc1-n1c(SCC(=O)N2CCN(c3ccccc3)CC2)nnc1-c1cccnc1
- HT1080 cytotoxicity: -0.6%

SMILES: Nc1nnc(SCC(=O)c2ccc3ccccc3c2)s1
- HT1080 cytotoxicity: 0.2%

SMILES: COc1ccc(S(=O)(=O)N2CCC(C(=O)N3CCc4ccccc4C3)CC2)cc1C
- HT1080 cytotoxicity: -19.6%

# Next compounds
structure | HT1080 cytotoxicity
COc1ccc(NCc2nnc(SCC(=O)Nc3ccccc3OC)o2)cc1 | 17.1%
COc1ccc(NC(=S)NC(NC(=O)c2ccccc2Cl)C(Cl)(Cl)Cl)c([N+](=O)[O-])c1 (stereo unspecified) | 2.1%
CC(C)(C)c1ccc(C(=O)CC(=O)c2cc(Cl)ccc2O)cc1 | 21.2%
CCCNC(=O)Nc1nccs1 | -10.5%
CS(=O)(=O)N1CCN(C(=O)c2cc(-c3ccccc3)nc3ccccc23)CC1 | 0.1%
CCC1=C2CC[C@H]3C(=O)N(CC)C(=O)[C@H]3[C@H]2[C@@]2(Cc3ccccc3)C(=O)N(CCOC)C(=O)N2C1=O | -8.7%
CCOc1ncccc1C(=O)OCC(=O)Nc1cc(C)ccc1C | 8.5%
COc1ccc(NC(=S)NCCc2ccc(Cl)cc2)c(OC)c1 | -6.5%
Cc1nc2nc(C)c(CCC(=O)O)c(C)n2n1 | 0.0%
O=C(Nc1cc(Cl)ccc1Oc1ccccc1)c1cnccn1 | -3.3%
O=C(CSCCc1ccccn1)Nc1ccc(Br)cn1 | 13.8%
CCCCN(CC)Cc1ccc(CNC(=O)Nc2ccc(F)cc2)o1 | 21.1%
CCCC[C@H]1C[C@@H]1[C@@H]1N(P(=O)(c2ccccc2)c2ccccc2)C[C@@](O)(c2ccccc2)CC12CC2 | -6.1%
COc1ccc(CCNC(=O)C2CC(=O)N(C3CCCCCCC3)C2)cc1OC (stereo unspecified) | 10.8%
CCCn1c(N)c(N2CCCCC2)c(=O)n(CC(=O)Nc2ccccc2C)c1=O | 12.5%
O=C(COC(=O)COc1ccccc1)Nc1ccc(OC(F)(F)F)cc1 | -17.3%
O=S(=O)(/C=C/c1ccccc1)Oc1ccccc1 | -16.4%
CCCCS(=O)(=O)C1CCS(=O)(=O)C1 (stereo unspecified) | 9.3%
CCN1C(=O)C(CC(=O)Nc2c(C)cccc2C)SC1=Nc1ccc(S(N)(=O)=O)cc1 (stereo unspecified) | 2.8%
CN(C)S(=O)(=O)c1ccc(NC(=O)Cn2c(-c3ccccc3)noc2=O)cc1 | -4.0%
COc1ccc(NC(=O)/C(Cl)=C(/Cl)S(=O)(=O)Cc2ccccc2)cn1 | 79.3%*
COC(=O)c1ccc2c(=O)n(CCCCCC(=O)NCc3ccc4c(c3)OCO4)c(=O)[nH]c2c1 | 8.0%
CCOC(=O)C1=C(COc2ccccc2)NC(=O)NC1c1ccc(Cl)cc1 (stereo unspecified) | 0.6%
CC(C)(C)NC(=O)NC(=O)COC(=O)CCCc1c[nH]c2ccccc12 | -14.8%
O=C(CSc1nc(-c2ccco2)cc(C(F)(F)F)n1)N1CCN(c2cccc(Cl)c2)CC1 | 5.4%

# Looked up one by one from above (three):
structure | HT1080 cytotoxicity
CCN1C(=O)C(CC(=O)Nc2c(C)cccc2C)SC1=Nc1ccc(S(N)(=O)=O)cc1 (stereo unspecified) | 2.8%
COc1ccc(NC(=S)NCCc2ccc(Cl)cc2)c(OC)c1 | -6.5%
O=C(Nc1cc(Cl)ccc1Oc1ccccc1)c1cnccn1 | -3.3%

# Next section
structure | HT1080 cytotoxicity
CC(C)(C)NC(=O)CSc1nncn1NCc1c(Cl)cccc1Cl | -2.8%
COc1ccc(Oc2nnnn2-c2ccccc2)cc1 | 0.8%
Cc1nc([N+](=O)[O-])c(Br)n1CC(=O)c1ccc(Cl)cc1 | 7.7%
CC(C)CCNC(=O)c1ccc2nc[nH]c2c1 | 8.8%
c1ccc(-c2ccc(-c3cn4c(n3)CCC4)cc2)cc1 | 3.9%
Cc1ccc(-n2c(-c3ccccc3)cc(=O)nc2C)cc1 | -4.3%
Cc1nnsc1C(=O)Nc1cccc(Cl)c1Cl | 3.8%
CC(C)(C)N1CC2([N+](=O)[O-])CN(C(C)(C)C)CC([N+](=O)[O-])(C1)C2 | -3.1%
Cc1ccc(N/C(SCc2ccccc2C)=C(/C#N)C(=O)NCc2ccco2)cc1C | -0.9%
O=c1c(C(c2ccccc2)c2c(O)sc3ccccc3c2=O)c(O)sc2ccccc12 | -8.3%
Cc1ccc2c(c1)N(C(=O)c1ccco1)C(C)(C)c1ssc(=S)c1-2 | -22.2%
CCNc1nc(NC(C)(C)C)nc(N2CCCC2)n1 | 7.8%
COc1ccc(N2C(=O)CCC(C(=O)NCc3ccccn3)C2c2ccc(F)cc2)cc1 (stereo unspecified) | 6.4%
O=C(NC1CCCCC1)N(CCO)Cc1cc2cc3c(cc2[nH]c1=O)OCCO3 | 19.2%
CCOC(=O)c1sc2nc(C)c3c(c2c1N)CC(C)(C)OC3 | -9.5%
O=C(NCc1ccccc1)c1ccc(CN(c2ccccn2)S(=O)(=O)c2ccccc2)cc1 | 2.2%
Cc1cc(C=O)c2c(c1)C=CC1(Oc3ccccc3C(=O)N1C)O2 (stereo unspecified) | 7.2%
CCOC(=O)c1ccc(N2C(=O)CC(N3CCC(C(N)=O)(N4CCCCC4)CC3)C2=O)cc1 (stereo unspecified) | 3.1%
COc1ccc2nc(NCCCO)[nH]c2c1 | -1.2%
O=C(Nc1cccc(F)c1)C1CCN(C(=O)c2ccc(Br)cc2)CC1 | -5.4%
O=C(CC1C(=O)NCCN1C(=S)Nc1ccccc1)Nc1ccc2c(c1)OCCO2 (stereo unspecified) | 4.7%
Cc1ccc(CNC(=O)CCNC(=O)c2ccco2)cc1 | -16.0%
CCCCc1ccc(NC(=S)NCc2cccs2)cc1 | -10.0%
O=C1CCCC2=C1C1c3ccccc3C(=O)N1c1ccc(C(=O)c3ccccc3)cc1N2 (stereo unspecified) | 9.0%
CCCCNC(=S)NNC(=O)c1csc(CC)c1 | -6.8%
COC(=O)N1CC=CC1(C)C(=O)NCc1ccc(C)o1 (stereo unspecified) | -14.5%
COc1ccc2nc(NC(=O)Cc3cccs3)sc2c1 | -5.8%
CS(=O)(=O)N(Cc1ccc(Cl)cc1)c1ccc(C(=O)NCCSCc2ccco2)cc1 | -11.5%
CCC(C)(C)n1nnnc1CN1CCN(C(c2ccccc2)c2ccccc2)CC1 | -12.7%
CCNc1nc(NC(C)CC)nc(Oc2ccc(=O)[nH]n2)n1 (stereo unspecified) | 14.8%
CC1=C(C(=O)OCc2ccccc2)C(c2ccccc2Cl)NC(=O)N1CCCC(=O)O (stereo unspecified) | 8.7%
CC1(C)NC(=O)N(CCOCCOc2ccc3ccccc3c2Br)C1=O | -4.3%
Cc1cc(S(=O)(=O)NCC(c2ccccc2)c2ccccc2)ccc1-n1cnnn1 | -4.1%
CN(CC(=O)Nc1ccc(C#N)cc1)Cc1ccc(Cl)c(Cl)c1 | -13.3%
COC(=O)Cn1cnc2c(C#N)c3n(c2c1=O)CCCC3 | -5.0%
CCCC(=O)Nc1ccc2c(c1)nc(CN1CCN(C(C)=O)CC1)n2C | -5.2%
FC(F)Sc1ccc(N=C2NN=C(c3ccc4c(c3)OCCO4)CS2)cc1 | -11.6%
COc1ccc(CN2CCc3ccccc3C2)c(OC)c1OC | -5.2%
COC(=O)\C(C(C)=O)=C(/C=C/C=C/C=C/N(C)C)N(C)C | -0.1%
O=C(CCN1C(=O)c2ccccc2C1=O)Nc1cccnc1 | -4.9%
COc1ccccc1NC(=O)N(CCN1CCCC1)Cc1cc2cc(C)ccc2[nH]c1=O | 10.8%
O=C1NC2(CCCCC2)C(=O)N1c1ccccc1 | -3.3%
CCN1C(=O)C2(C(C#N)=C(N)Oc3n[nH]c(-c4ccccc4)c32)c2ccccc21 (stereo unspecified) | -27.0%
Nc1nnnn1/N=C/c1ccc(O)cc1 | -1.6%
O=C(NC1CCCC1)C(c1cccnc1)N(C(=O)c1csnn1)C1CCCC1 (stereo unspecified) | 6.8%
N#Cc1c2n(c3c(=S)nc[nH]c13)CCCCC2 | -11.0%
Cc1ccc(S(=O)(=O)n2nc(C)cc2C)cc1 | 2.0%
O=C(C1CCC1)N1CCc2cc(S(=O)(=O)NCc3ccccn3)ccc21 | -0.2%
O=C(Nc1ccccc1)N(Cc1ccccc1)C1=NCCS1 | -2.5%
O=C(CSc1nnc(-c2ccccc2)n1C1CCCCC1)Nc1ccc(S(=O)(=O)Nc2ccccn2)cc1 | -10.1%

# (further entries)
SMILES,HT1080 cytotoxicity
CC(C)n1nc(C(=O)Nc2nnc(SCc3c(Cl)cccc3Cl)s2)c2ccccc2c1=O,-14.1%
CCCn1c(C)cc(C(=O)COC(=O)c2cc(S(=O)(=O)NCC(C)C)c(Cl)cc2Cl)c1C,-3.5%
COc1ccccc1NC(=O)NC(=O)N(C(C)C)S(C)(=O)=O,-19.5%
CC(C)(C)N1CC(c2nc3ccccc3n2Cc2ccc(F)cc2)CC1=O (stereo unspecified),-9.9%
O=C(Nc1ccccc1N1CCCCC1)c1ccco1,18.7%
COc1ccc(Cn2nc(C)n(N(C)c3ncc(C(F)(F)F)cc3Cl)c2=O)cc1,-4.5%
COc1cc2cc(C(=O)O)[nH]c2c(OC)c1OC,-9.0%
COC(=O)[C@@]1(Cc2ccc(OC)cc2)[C@H]2c3cc(C(=O)N(C)C)n(Cc4ccccn4)c3C[C@H]2CN1C(=O)c1ccccc1,2.6%
COCCn1nnnc1CN1CCC(C)CC1,-7.8%
COc1cc(C(=O)N(Cc2cccc(Cl)c2)C2CCS(=O)(=O)C2)cc(OC)c1OC (stereo unspecified),-10.4%
COc1ccccc1N1CCN(C(=O)CSc2nc(C)cc(=O)[nH]2)CC1,4.1%
CC(=O)c1c(COC(=O)c2ccccc2)nc2ccccc2[n+]1[O-],1.7%
CCNC(=O)/C=C1\NC(C)(C)Cc2c1ccc1ccccc21,27.3%
CS(=O)(=O)Nc1ccc(C(=O)N2CCN(c3ccccc3F)CC2)cc1,1.2%
O=C(NCc1ccccc1)c1csc2c1CCCCC2,1.3%
COC(=O)C1=C(CCc2ccccc2)NC(=O)NC1c1cccc([N+](=O)[O-])c1 (stereo unspecified),-14.8%
O=c1cc(O)c(-c2ccccc2)c(Cl)[nH]1,1.8%
O=[N+]([O-])c1cccc(/C=C/c2nc(C=Nc3ccccc3)c(O)o2)c1,9.9%
COn1c2c(c3c4nonc4ccc31)CCCC2,6.4%
O=C1C2CC=CCC2C(=O)N1Cc1ccccc1 (stereo unspecified),0.4%
Cc1ccc(NC(=O)c2ccc(S(=O)(=O)N3CCCCC3)cc2)cc1,6.5%
COc1ccc(CCNc2nc(-c3sc(C)nc3C)cs2)cc1OC,-18.0%
CCO/C=C1\C(=O)N(CC)c2ccccc21,-3.3%
COC(=O)[C@@]1(Cc2ccc(F)cc2)[C@H]2c3cc(C(=O)N(C)C)n(Cc4ccccn4)c3C[C@H]2CN1C(=O)c1ccccc1,-29.5%
CCOC(=O)C1(C)/C(=N/Nc2ccc(Cl)cc2)C(=O)C(=O)N1c1ccccc1 (stereo unspecified),-9.6%
Cc1ccc(NC(=O)c2cc(NC(=O)C3CC=CCC3C(=O)O)ccc2N2CCOCC2)cc1Cl (stereo unspecified),-13.0%
COc1ccc(-c2csc(NC(=O)c3ccco3)n2)cc1,1.0%
CCOc1cccc2cc(C(N)=O)c(=NCc3ccccc3)oc12,-17.5%
CCN(CC)c1nc(C(N)=O)cc(-c2ccccc2)n1,-4.9%
Cn1cccc1C(=O)NC(=O)COC(=O)CC12CC3CC(CC(C3)C1)C2,-2.0%
